# Source: PubChem (Sanford-Burnham Center for Chemical Genomics)
# APJ ag – activates the human apelin receptor APJ; P35414; CHO-K1 APJ PathHunter beta-arrestin, luminescence; 0% DMSO wells, 100% apelin; activation, % at 20 µM; 0.11% of 330,000 active; AID 2520;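 active = activation more than six SD over the plate average, tested at 20 µM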;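 note: 0% = DMSO alone and 100% = apelin-13 at 10 nM; some results filed as inactive read as strong as hits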
#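 assay system = CHO-K1 APJ beta-arrestin complementation cell line | input = cell density 1000 per well | dosing = compound 20 µM once, DMSO 1% | timing = compound 90 min 25 °C, reagent 1 h | measured by = luminescence from split beta-galactosidase complementation, Galacton Star/Emerald II substrate | read-out basis = APJ agonist activity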
# APJ antagonist – antagonists of human APJ apelin receptor. CHO-K1 APJ beta-arrestin complementation, luminescence. 0.32% of 330,000 active. P35414. inhibition, % at 20 µM. AID 2521;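 active = inhibition above about 40% at 20 µM, limit read from the data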;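 note: cells challenged with 10 nM apelin-13 agonist together with compound; plate controls were apelin-13 plus DMSO wells for no effect and DMSO wells lacking apelin-13 for full effect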
# UBC13 polyUb – blocks human UBC13 polyubiquitin chain formation; P61088; TR-FRET; inhibition, % at 20 µM; 0.47% of 330,000 active; in the data active = inhibition above about 45%, passing the limit was not always enough
# Target sequence (P61088 whole entry, looked up): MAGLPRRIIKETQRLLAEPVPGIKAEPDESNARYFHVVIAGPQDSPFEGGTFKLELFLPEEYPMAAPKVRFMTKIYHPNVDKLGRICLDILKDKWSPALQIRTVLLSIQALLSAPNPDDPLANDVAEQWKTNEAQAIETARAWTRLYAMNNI
# ATG4B inhibitor – blocks human ATG4B protease cleavage of LC3 substrate | AID 504462 | ATG4B cleavage of LC3-PLA2, NBD-HPC fluorescence, 1 h | Q9Y4P1 | inhibition, % at 8.33 µM | 0.51% of 340,000 active; in the data active = inhibition above about 40%
# Target sequence (Q9Y4P1 whole entry, looked up): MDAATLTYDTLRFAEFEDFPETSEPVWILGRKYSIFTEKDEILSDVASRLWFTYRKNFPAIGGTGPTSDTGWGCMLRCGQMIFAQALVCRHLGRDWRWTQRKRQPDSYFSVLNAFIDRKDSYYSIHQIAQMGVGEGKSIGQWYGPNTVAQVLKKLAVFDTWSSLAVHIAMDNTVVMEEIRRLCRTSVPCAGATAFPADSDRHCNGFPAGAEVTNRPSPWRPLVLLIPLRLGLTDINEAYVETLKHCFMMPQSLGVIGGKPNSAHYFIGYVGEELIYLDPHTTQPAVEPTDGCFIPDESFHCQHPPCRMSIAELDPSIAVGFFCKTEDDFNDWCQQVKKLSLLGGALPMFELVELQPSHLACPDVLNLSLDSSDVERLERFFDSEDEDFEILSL
# Gli-Sufu antag – blocks Gli-Sufu signaling in a luciferase reporter. inhibition, % at 5 µM. AID 588413. Sufu-KO-LIGHT fibroblasts, Gli luciferase reporter luminescence. 0.74% of 340,000 active;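 active = inhibition above about 55%, limit read from the data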;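 note: 0% = DMSO-treated cells and 100% = wells with medium but no cells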
# CCR6 antagonist – CCR6 (human) receptor antagonism | P51684 | CHO-K1 CCR6 PathHunter beta-arrestin, luminescence, CCL20-stimulated | inhibition, % at 20 µM | 0.49% of 340,000 active | AID 493098;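 active = compounds whose inhibition of the agonist-driven luminescence signal at 20 µM reaches about 50%, limit read from the data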;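 note: cells stimulated with CCL20 at 14 nM final; plate controls were DMSO with CCL20 for no effect and DMSO without agonist for full effect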
# CXCR6 block – CXCR6 (human) receptor inhibition; CHO-K1 PathHunter CXCR6 beta-arrestin, luminescence; inhibition, % at 20 µM; 0.36% of 360,000 active; AID 602244; in the data active = inhibition above about 34%, passing the limit was not always enough;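 note: antagonist mode with CXCL16 agonist at 10 nM final; 0% = 10 nM CXCL16 with DMSO and 100% = unstimulated wells without agonist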
# EBI2 block – EBI2 (human) antagonism | 0.81% of 360,000 active | EBI2 beta-arrestin recruitment, luminescence, 7a,25-OHC stimulated | P32249 | inhibition, % at 5 µM; in the data active = inhibition above about 38%;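 note: enzyme fragment complementation signal reports receptor beta-arrestin coupling in cells; 0% = agonist plus DMSO wells and 100% = wells without agonist; some results beyond the cut were filed as inactive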
# Target sequence (P32249 whole entry, looked up, the tested form may be a part): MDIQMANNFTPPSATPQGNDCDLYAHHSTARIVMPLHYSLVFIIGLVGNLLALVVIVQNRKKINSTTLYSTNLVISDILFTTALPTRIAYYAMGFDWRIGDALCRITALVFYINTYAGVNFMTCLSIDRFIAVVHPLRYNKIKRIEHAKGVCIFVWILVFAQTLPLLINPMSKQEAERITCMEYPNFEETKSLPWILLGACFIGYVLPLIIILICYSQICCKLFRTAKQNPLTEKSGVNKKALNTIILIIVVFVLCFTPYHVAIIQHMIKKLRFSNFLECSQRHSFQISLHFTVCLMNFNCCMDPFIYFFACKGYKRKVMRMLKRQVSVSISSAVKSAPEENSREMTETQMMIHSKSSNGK
# Starred values were filed as active, the others as inactive; . = not tested or not shown. A portion of the library; the hit share may differ from the screen's.
no. | compound | CXCR6 block | Gli-Sufu antag | ATG4B inhibitor | APJ ag | APJ antagonist | UBC13 polyUb | EBI2 block | CCR6 antagonist
1 | O=c1c2cc(Cl)cc(Cl)c2nc(CN2CCOCC2)n1-c1ccccc1F | 7 | 7 | -2 | -4 | 5 | 5 | 1 | 9
2 | CCN1C[C@@]2(COC)C3[C@@H](OC)[C@H]4[C@@H]1[C@@]3(C1C[C@H]3[C@H](OC(=O)c5ccccc5)C1[C@]4(OC(C)=O)C[C@H]3OC)[C@@H](OC)C[C@H]2O (some centres undefined) | -11 | 3 | -26 | -4 | -70 | -8 | 4 | 0
3 | C#CC(CC)(CC)NC(=O)Nc1ccc(OCC)cc1 | 1 | -14 | 3 | -4 | -24 | -9 | -9 | 8
4 | COc1ccc(CN2CC3CC(C2)c2cccc(=O)n2C3)cc1OC (centres undefined) | 5 | -10 | 6 | -2 | 6 | 0 | -1 | -3
5 | C[C@H]1CCC[C@@H](O)CCC/C=C/c2cc(O)cc(O)c2C(=O)O1 | -7 | 2 | 27 | 2 | -14 | 12 | 1 | -2
6 | Cc1cc(Oc2cc(NN3CCCCC3)c([N+](=O)[O-])cc2[N+](=O)[O-])ccc1[N+](=O)[O-] | -1 | -3 | 1 | 4 | -1 | -9 | 18 | 18
7 | CC(C)(C)NC(=S)N1CCn2cccc2C1c1cccnc1 (centres undefined) | 1 | 3 | -7 | 0 | 4 | 4 | -12 | -6
8 | COC(=O)C1=C(c2ccc(F)cc2OCc2ccccc2)C[C@@H]2CC[C@H]1N2C(=O)NCc1ccc(C(F)(F)F)cc1 | -11 | 7 | -6 | 2 | -12 | -3 | 20 | 2
9 | CC(OC(=O)c1cn(C)c2ccccc12)C(=O)N(C)c1ccccc1 (centres undefined) | 7 | 3 | 4 | -8 | 7 | 2 | 11 | 16
10 | O=C(O)CNC1c2ccccc2CSc2ccccc21 (centres undefined) | 2 | 4 | 3 | 0 | 7 | -12 | 3 | 7
11 | COc1cccc(CC(=O)N(C)C2CCCN(Cc3ccccc3F)C2)c1 (centres undefined) | -5 | -1 | -1 | -4 | -11 | -9 | 2 | 7
12 | C[C@]12CCC3C(CC[C@H]4C[C@H](O)CC[C@]34C)C1C[C@@H](O)[C@@H]2O (some centres undefined) | -2 | 2 | -5 | -5 | 3 | 0 | 7 | 12
13 | O=C(c1cccc(N2CCCC2=O)c1)N1CCC2(CC1)OCCO2 | -8 | -3 | 8 | 2 | 19 | -1 | -1 | 14
14 | COC(=O)C1=C(c2ccc(-c3ccccc3)c(F)c2)C[C@@H]2CC[C@H]1N2C(=O)N1CCCCC1 | 20 | 37 | 4 | -2 | -4 | 3 | 16 | 32
15 | CCOP(=O)(OCC)C(NC(=O)CC(C)C)C(Cl)(Cl)Cl (centres undefined) | -7 | 3 | -8 | 1 | -6 | -5 | 2 | 15
16 | Cc1ccc(S(=O)(=O)N(C)c2ccc(C(=O)NCC3(N(C)C)CCCCC3)cc2)cc1 | 9 | 29 | 3 | -2 | 15 | -1 | 4 | 10
17 | NS(=O)(=O)c1nc[nH]c1[N+](=O)[O-] | 0 | -3 | 8 | . | . | . | -16 | 6
18 | [O-][n+]1onc2c1CCC1N(O)CCC21O (centres undefined) | 21 | -4 | 2 | -3 | -14 | -1 | 11 | 39
19 | N=Cc1c(O)n(-c2cccc(Cl)c2)c(=O)[nH]c1=O | 0 | 3 | -1 | -3 | 4 | 11 | -4 | 1
20 | Cc1cc([N+](=O)[O-])c(Cl)cc1NC(=O)C(C)C | -3 | 5 | 3 | -3 | 4 | 2 | -6 | 2
21 | O=C(COc1ccccc1)N1CCN(C2CCCC2)CC1 | -3 | -12 | 3 | -1 | 12 | -1 | 25 | -9
22 | C[C@H]1CC[C@H]2NCCN[C@H]2C1 | -5 | 44 | -7 | 0 | 2 | 6 | 1 | 10
23 | O=c1cccc2n1CC1CC2CN(Cc2c(F)cccc2Cl)C1 (centres undefined) | 12 | 23 | 10 | 3 | 3 | 8 | 0 | 9
24 | Cc1cc(N2C(=O)CC(N3CCC(n4c(=O)[nH]c5ccccc54)CC3)C2=O)no1 (centres undefined) | 1 | 11 | -8 | 1 | 4 | -7 | -4 | -14
25 | O=c1[nH]c(=O)n(CCc2ccc(F)cc2)c(O)c1C=NCCCN1CCOCC1 | 9 | 12 | 3 | -6 | 7 | -2 | -12 | -9
26 | COc1ccc(CNCCc2ccc(Cl)cc2Cl)cc1 | 0 | 27 | 3 | -3 | 13 | 8 | 10 | 2
27 | CCOc1cc2c(cc1OCC)-n1cccc1C(c1ccccc1O)NC2 (centres undefined) | 0 | 3 | 2 | -1 | 7 | 10 | -4 | 8
28 | CC12CCC(=O)C=C1CCC1C2CCC2(C)C1CCC2(O)CC#N (centres undefined) | -3 | 8 | 0 | . | . | . | -1 | 2
29 | CC(=O)C1CCC2C3CC(O)C4CC(O)CCC4(C)C3CCC12C (centres undefined) | 2 | -5 | -18 | . | . | . | 2 | 4
30 | CSc1ccc(C(=O)C2CCCN(Cc3cc4ccccc4[nH]3)C2)cc1 (centres undefined) | -9 | 23 | 21 | 1 | -29 | 17 | 0 | 5

# Entries of single compounds from above. Values in the order: CXCR6 block, Gli-Sufu antag, ATG4B inhibitor, APJ ag, APJ antagonist, UBC13 polyUb, EBI2 block, CCR6 antagonist
# Record of CSc1ccc(C(=O)C2CCCN(Cc3cc4ccccc4[nH]3)C2)cc1 (centres undefined) = -9, 23, 21, 1, -29, 17, 0, 5
# Record of C[C@H]1CC[C@H]2NCCN[C@H]2C1 = -5, 44, -7, 0, 2, 6, 1, 10
# Record of COc1ccc(CNCCc2ccc(Cl)cc2Cl)cc1 = 0, 27, 3, -3, 13, 8, 10, 2
# Record of CC(=O)C1CCC2C3CC(O)C4CC(O)CCC4(C)C3CCC12C (centres undefined) = 2, -5, -18, ., ., ., 2, 4
# Record of CCOc1cc2c(cc1OCC)-n1cccc1C(c1ccccc1O)NC2 (centres undefined) = 0, 3, 2, -1, 7, 10, -4, 8

# 7 compounds from above with just APJ ag and CXCR6 block.
no. | SMILES | APJ ag | CXCR6 block
23 | O=c1cccc2n1CC1CC2CN(Cc2c(F)cccc2Cl)C1 (centres undefined) | 3 | 12
24 | Cc1cc(N2C(=O)CC(N3CCC(n4c(=O)[nH]c5ccccc54)CC3)C2=O)no1 (centres undefined) | 1 | 1
25 | O=c1[nH]c(=O)n(CCc2ccc(F)cc2)c(O)c1C=NCCCN1CCOCC1 | -6 | 9
26 | COc1ccc(CNCCc2ccc(Cl)cc2Cl)cc1 | -3 | 0
27 | CCOc1cc2c(cc1OCC)-n1cccc1C(c1ccccc1O)NC2 (centres undefined) | -1 | 0
28 | CC12CCC(=O)C=C1CCC1C2CCC2(C)C1CCC2(O)CC#N (centres undefined) | . | -3
29 | CC(=O)C1CCC2C3CC(O)C4CC(O)CCC4(C)C3CCC12C (centres undefined) | . | 2

# Carrying on:
no. | compound | CXCR6 block | Gli-Sufu antag | ATG4B inhibitor | APJ ag | APJ antagonist | UBC13 polyUb | EBI2 block | CCR6 antagonist
31 | CN[C@H](C)[C@H](O)c1ccccc1 | 11 | 1 | 3 | 3 | -4 | 7 | 4 | 1
32 | O=C(CCc1nnc2ccc(NCc3ccc(F)cc3)nn12)N1CCC2(CC1)OCCO2 | 3 | 3 | 7 | 2 | 4 | -3 | 3 | 4
33 | CCN(CC)C(=O)c1ccc(NC(=O)c2cccc(F)c2)cc1 | -6 | -40 | -6 | -1 | -2 | -1 | -7 | -5
34 | CC1CCC(NCC(O)c2ccccc2)CC1 (centres undefined) | 4 | -2 | -2 | -2 | 9 | -12 | 3 | 9
35 | CC[n+]1c(SC)ccc2cc(OC)ccc21 | -4 | 8 | 8 | -2 | -7 | -5 | -5 | -4
36 | O=S1(=O)CCN(CCc2c[nH]c3ccccc23)CC1 | -8 | -5 | 4 | -2 | 1 | -4 | -1 | 10
37 | C=C(C=O)CC1CC(O)[C@]2(C)OC3C[C@@H]4OC5C[C@]6(C)O[C@]7(C)CCC8OC9C[C@]%10(C)OC(/C(C)=C\CO)C(O)CC%10OC9CC(C)C8OC7CC6O[C@]5(C)C/C=C\C4OC3CC2O1 (some centres undefined) | 2 | -5 | -7 | 1 | 16 | -1 | -8 | -6
38 | CS(=O)(=O)N1Cc2cnnn2-c2ccccc2C1C#N (centres undefined) | 8 | 0 | -3 | . | . | . | 6 | 8
39 | NC(Cc1ccccc1)Cc1ccccc1 | -2 | 2 | -1 | -2 | -3 | -2 | -4 | 4
40 | COP(=O)(OC)C(NS(=O)(=O)c1ccccc1)C(Cl)(Cl)Cl (centres undefined) | -3 | 18 | 6 | -3 | 13 | -15 | -6 | 10
41 | COc1ccc2c(c1)c(C(=O)C(C)N1CCCCC1)c(C)n2C (centres undefined) | 0 | -3 | 6 | -2 | 17 | 0 | 0 | 1
42 | COc1cccc(CNCCc2cccc(F)c2)c1OC | -3 | 15 | -2 | -1 | 1 | -2 | 2 | 4
43 | CC(CCc1ccccc1)NC(C)C(O)c1ccc(O)cc1 (centres undefined) | -2 | 0 | 2 | -5 | -5 | -2 | 2 | 3
44 | COc1ccc(Cc2c(O)[nH]c(=S)[nH]c2=O)cc1 | -1 | -8 | -3 | -4 | -9 | -10 | -10 | 5
45 | Cn1c(O)c(C=NCCN2CCOCC2)c(=O)[nH]c1=S | 5 | 7 | 3 | -3 | 9 | 0 | 1 | 2
46 | C=Cn1ccnc1P(O)(=S)c1nc(C)c(CCOC(C)=O)s1 (centres undefined) | 0 | -2 | -10 | -4 | 4 | 0 | 5 | 4
47 | O=C(Cc1ccccc1)N1CCN(Cc2ccccc2Cl)CC1 | -2 | 8 | -1 | 1 | 3 | -4 | 4 | 15
48 | COP(=S)(OC)SCn1nnc2ccccc2c1=O | 3 | -1 | -2 | . | . | . | 2 | 8
49 | COc1ccc(CNCCc2ccccc2F)c(OC)c1C | 11 | 21 | 5 | -4 | -6 | 9 | -2 | 1
50 | O=C(CCN1CCOCC1)NCC(=O)Nc1ccc(Br)cc1C(=O)c1ccccc1 | 0 | -2 | -5 | 2 | 19 | 0 | 4 | -7
51 | Cc1cc(C=C2C(=O)NC(=O)NC2=O)c(C)n1-c1ccc2c(c1)OCO2 | -1 | 1 | 10 | -1 | 15 | -30 | -2 | 13
52 | CSc1ccc(CNC(C)C(O)c2ccccc2)cc1 (centres undefined) | -1 | -14 | -6 | -3 | -24 | 4 | 0 | 11
53 | Cc1ccc(-n2c(O)c(/C=C/C=Nc3ccccc3)c(=O)[nH]c2=O)cc1 | 7 | -1 | 0 | 3 | 7 | -25 | 1 | 16
54 | C#CCOCOCC#CCN(CC)CC | 7 | 6 | 4 | -2 | 12 | 0 | -2 | 0
55 | CC(=O)Nc1ccc(C(c2c(O)c3ccccc3oc2=O)c2c(C)n(C)n(-c3ccccc3)c2=O)cc1 (centres undefined) | 9 | -12 | -2 | 0 | 2 | -1 | -2 | 12
56 | Cc1ccc(C)c(OCc2cc(C(=O)N3C[C@H]4C[C@@H](C3)c3cccc(=O)n3C4)no2)c1 | -6 | -4 | 1 | 5 | 13 | -6 | 14 | 6
